STK33 inh: human STK33 kinase inhibition; Q9BYT3; purified STK33, MBP phosphorylation, ADP-Glo luminescence; inhibition, % at 10 µM; 320,000 compounds, 0.073% hits; AID 2661;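 active = inhibition at or above 25%, using the most active replicate where run in duplicate; inactive = inhibition below 25%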
KCNQ2 block: KCNQ2 channel blockers in CHO-K1 cells – cell-based, FluxOR thallium flux, B-score, primary screen (AID 2156). O88943. 20 min; active compounds read low. B-score at 10 µM. 310,000 compounds, 1.1% hits;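 active = fluorescence ratio B-score at most minus 3 library SDs, with starting brightness B-score within 2 library SDs, cut at about -5.5 in these data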
Target sequence (O88943 whole entry, looked up): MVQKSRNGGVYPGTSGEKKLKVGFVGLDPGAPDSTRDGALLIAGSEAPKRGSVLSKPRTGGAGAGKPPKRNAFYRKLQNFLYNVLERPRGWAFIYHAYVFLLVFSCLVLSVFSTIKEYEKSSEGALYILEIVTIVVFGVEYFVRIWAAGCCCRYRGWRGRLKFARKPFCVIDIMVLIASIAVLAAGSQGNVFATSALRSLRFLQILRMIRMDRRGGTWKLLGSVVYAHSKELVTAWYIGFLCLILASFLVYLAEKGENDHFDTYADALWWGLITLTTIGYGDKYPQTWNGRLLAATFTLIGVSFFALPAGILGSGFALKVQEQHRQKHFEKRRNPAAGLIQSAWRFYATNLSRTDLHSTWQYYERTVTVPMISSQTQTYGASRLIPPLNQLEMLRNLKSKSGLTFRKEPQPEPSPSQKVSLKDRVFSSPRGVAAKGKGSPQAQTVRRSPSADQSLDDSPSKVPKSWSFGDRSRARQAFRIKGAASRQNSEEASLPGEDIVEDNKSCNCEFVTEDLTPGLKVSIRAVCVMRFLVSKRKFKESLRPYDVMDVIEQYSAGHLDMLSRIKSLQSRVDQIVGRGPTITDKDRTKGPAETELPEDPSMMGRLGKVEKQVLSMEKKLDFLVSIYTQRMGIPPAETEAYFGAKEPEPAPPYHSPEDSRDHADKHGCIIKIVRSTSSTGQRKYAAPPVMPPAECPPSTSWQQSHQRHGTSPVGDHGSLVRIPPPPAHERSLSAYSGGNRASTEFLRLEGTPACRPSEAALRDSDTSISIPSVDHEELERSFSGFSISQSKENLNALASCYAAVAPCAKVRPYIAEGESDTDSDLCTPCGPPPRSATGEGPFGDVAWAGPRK
OX1R antag: OX1R (human) antagonism; O43613; OX1R-expressing cells, FRET antagonist read-out; inhibition, % at 6.6 µM; 330,000 compounds, 1.8% hits; AID 485270; in the data active = inhibition mostly above about 38%, no sharp cut-off; inactive = mostly below about 40%;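 also: 0% = agonist challenge alone and 100% = reference antagonist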
Active calls of the source: *; i = inactive; nt = not tested or not shown.

Start of the data: the first 20 compounds, ahead of the listing:
#	STK33 inh	KCNQ2 block	OX1R antag	Molecule
1	-0.9	i	6.1	Cc1ccccc1C(=O)NC1CCN(CC(=O)Nc2ccccc2)CC1
2	-1.8	i	-1.9	Cc1cccc(NC(=S)N2CCCC(c3nc4ccccc4[nH]3)C2)c1 (stereo not given)
3	-0.9	i	9.9	CCC(CC)C(=O)NCc1ccc(Cl)cc1
4	-0.3	i	6.0	CC(=O)c1ccc(N2CCN(C(=O)c3ccc4c(=O)n(-c5ccccc5)c(=O)[nH]c4c3)CC2)cc1
5	1.3	i	10.5	O=C(CSc1nc2nn(-c3ccccc3)c(=O)c-2c2n1CCCCC2)NCCCc1ccccc1
6	-1.0	i	17.9	O=C(N/N=C/c1ccco1)c1cc(Br)ccc1OCc1ccccc1
7	-1.0	i	20.1	Cc1cccc(NC(=O)CSc2nc(C)c(CC(=O)c3ccc(Br)cc3)c(C)c2C#N)c1C
8	0.0	i	-0.6	Cc1ccc(CN2C(=O)CC(Nc3ccc(N4CCOCC4)cc3)C2=O)cc1 (stereo not given)
9	0.5	i	9.7	CC(C)(CC(=O)O)CC(=O)Nc1ccc(Oc2ccc(C(C)(C)C)cc2)nc1
10	0.0	nt	6.2	COc1cccc(N2CCN(C(=O)CC(NC(=O)c3ccccc3)c3ccccc3)CC2)c1 (stereo not given)
11	6.6	i	4.3	C/C(=N\Nc1nc(N)cc(Cl)n1)c1ccc(F)cc1
12	-2.4	i	5.6	O=C(NNC(=O)c1cccnc1)Nc1ccccc1
13	-1.5	i	-7.7	CC(C)c1ccc(NS(=O)(=O)c2cccc3cccnc23)cc1
14	-1.5	i	14.9	Cc1c(CN2CCC(CO)(CCOc3ccccc3)CC2)c(=O)n(-c2ccccc2)n1C
15	-1.8	i	1.0	COC(=O)c1ccccc1NC(=O)CSc1ncccn1
16	1.1	i	13.8	Cc1ccc(C(=O)O)cc1NC(=O)c1ccc(Cn2nc(C)c(Cl)c2C)o1
17	-0.4	i	7.5	CN(C)C(=O)COc1ccc(Br)cc1
18	0.4	nt	8.7	O=C(CSc1nc2ncc(Cl)cc2[nH]1)N1CCOCC1
19	2.5	nt	12.4	CCOCCCNC(=O)C(NC(=O)CC1NC(=O)NC1=O)c1ccc(Cl)cc1 (stereo not given)
20	0.4	i	6.6	CN(C)S(=O)(=O)c1ccc2c(c1)c(=O)c(C(=O)N1CCOCC1)cn2C

The whole of this part, from the first entry:
#	STK33 inh	KCNQ2 block	OX1R antag	Molecule
1	-0.9	i	6.1	Cc1ccccc1C(=O)NC1CCN(CC(=O)Nc2ccccc2)CC1
2	-1.8	i	-1.9	Cc1cccc(NC(=S)N2CCCC(c3nc4ccccc4[nH]3)C2)c1 (stereo not given)
3	-0.9	i	9.9	CCC(CC)C(=O)NCc1ccc(Cl)cc1
4	-0.3	i	6.0	CC(=O)c1ccc(N2CCN(C(=O)c3ccc4c(=O)n(-c5ccccc5)c(=O)[nH]c4c3)CC2)cc1
5	1.3	i	10.5	O=C(CSc1nc2nn(-c3ccccc3)c(=O)c-2c2n1CCCCC2)NCCCc1ccccc1
6	-1.0	i	17.9	O=C(N/N=C/c1ccco1)c1cc(Br)ccc1OCc1ccccc1
7	-1.0	i	20.1	Cc1cccc(NC(=O)CSc2nc(C)c(CC(=O)c3ccc(Br)cc3)c(C)c2C#N)c1C
8	0.0	i	-0.6	Cc1ccc(CN2C(=O)CC(Nc3ccc(N4CCOCC4)cc3)C2=O)cc1 (stereo not given)
9	0.5	i	9.7	CC(C)(CC(=O)O)CC(=O)Nc1ccc(Oc2ccc(C(C)(C)C)cc2)nc1
10	0.0	nt	6.2	COc1cccc(N2CCN(C(=O)CC(NC(=O)c3ccccc3)c3ccccc3)CC2)c1 (stereo not given)
11	6.6	i	4.3	C/C(=N\Nc1nc(N)cc(Cl)n1)c1ccc(F)cc1
12	-2.4	i	5.6	O=C(NNC(=O)c1cccnc1)Nc1ccccc1
13	-1.5	i	-7.7	CC(C)c1ccc(NS(=O)(=O)c2cccc3cccnc23)cc1
14	-1.5	i	14.9	Cc1c(CN2CCC(CO)(CCOc3ccccc3)CC2)c(=O)n(-c2ccccc2)n1C
15	-1.8	i	1.0	COC(=O)c1ccccc1NC(=O)CSc1ncccn1
16	1.1	i	13.8	Cc1ccc(C(=O)O)cc1NC(=O)c1ccc(Cn2nc(C)c(Cl)c2C)o1
17	-0.4	i	7.5	CN(C)C(=O)COc1ccc(Br)cc1
18	0.4	nt	8.7	O=C(CSc1nc2ncc(Cl)cc2[nH]1)N1CCOCC1
19	2.5	nt	12.4	CCOCCCNC(=O)C(NC(=O)CC1NC(=O)NC1=O)c1ccc(Cl)cc1 (stereo not given)
20	0.4	i	6.6	CN(C)S(=O)(=O)c1ccc2c(c1)c(=O)c(C(=O)N1CCOCC1)cn2C
21	-0.9	i	8.9	CC(=O)OCC(=O)NCc1ccc2c(c1)OCO2
22	0.6	i	8.8	COc1ccccc1/C=C/C=c1\sc2nc(=O)c(Cc3ccccc3)nn2c1=O
23	-6.8	nt	14.8	COc1ccc(-c2nnn(Cc3nc(N)nc(N4CCOCC4)n3)n2)cc1OC
24	-1.4	i	-0.2	CCOC(=O)N1CCC(NC(=O)c2cnc3n(c2=O)CCS3)CC1
25	nt	i	9.6	C/C(=N\NC(=O)c1ccccc1)c1ccc(NC(=O)c2cccs2)cc1

Next part:
#	STK33 inh	KCNQ2 block	OX1R antag	Molecule
26	-0.9	nt	1.7	CCOC(=O)C1=C(COC(=O)/C=C/c2ccc(C)o2)NC(=O)NC1C (stereo not given)
27	-1.5	i	9.6	COCCNC(=O)C(=O)NNS(=O)(=O)c1ccc(Cl)cc1
28	-1.0	i	21.8	C/C(=N\NC(=O)c1cccc(S(=O)(=O)N2CCCC2)c1)c1ccc(C)cc1
29	-1.2	i	6.0	O=C(Nc1ccccc1N1CCN(C(=O)c2ccc(Cl)cc2)CC1)c1cccnc1
30	-0.7	i	4.3	CCOC(=O)N1CCN(c2nnnn2-c2ccccc2)CC1
31	0.0	i	1.9	N#Cc1cnn(Cc2ccc(Cl)cc2)c1N
32	-1.3	i	16.1	CC(C)C(=O)N(c1ccc2oc(=O)sc2c1)S(=O)(=O)c1cccs1
33	0.4	nt	2.1	CN(C(=O)c1ccc(NC(=O)Cc2ccc(NC(=O)C3CCCN(C(=O)c4ccccc4)C3)cc2)cc1)C1CC1 (stereo not given)
34	0.1	i	21.9	Fc1cccc(Cl)c1CSc1nnc(COc2cccc3cccnc23)o1
35	0.2	i	2.9	O=C(Nc1nc2ccc3ccccc3c2s1)c1ccc(N2CCCCC2)c([N+](=O)[O-])c1
36	-0.2	nt	22.9	COc1cc(OC)cc(-c2sc3ccc(OC)cc3c2C#CCCO)c1
37	-0.3	i	10.9	CCN=C(NC#N)SCc1c(F)cccc1Cl
38	0.2	i	16.5	Cc1cc(=O)c2cc3nc(-c4cccnc4)oc3c(Br)c2o1
39	-0.3	i	35.3	Oc1c(C=NCc2ccncc2)sc2ccccc12
40	0.8	i	15.4	CNC(=S)NC(CC(=O)OC)c1ccc2c(c1)OCO2 (stereo not given)
41	-1.0	i	10.4	COc1ccc(C(=O)COC(=O)C(C)N2C(=O)C3C4CCC(C4)C3C2=O)cc1 (stereo not given)
42	0.6	i	73.0*	CC(=O)OCCCNc1cc(SCc2ccco2)c2nonc2c1[N+](=O)[O-]
43	-0.1	i	20.6	CCn1c(=N)n(CC(=O)c2ccc(OC)cc2)c2ccccc21
44	-0.7	i	38.9	COc1cc(/C=N/NC(=O)c2cccc([N+](=O)[O-])c2)cc(OC)c1O
45	0.5	-6.98*	10.8	COc1cccc(C2C(=O)N(C3CCCCC3)CC(=O)N2Cc2ccc(F)cc2)c1 (stereo not given)
46	-0.3	i	14.1	COc1ccc(C(=O)NCCc2ccccc2F)cc1OC1CCN(C(C)=O)CC1
47	-0.2	i	10.1	CCC(C)NC(=O)[C@@H]1CCCN1C(=O)C1CCN(S(=O)(=O)c2ccc(C)cc2)CC1 (stereo not given in full)
48	1.5	i	17.9	COc1cc2c(cc1OC)CN(Cc1cc(=O)oc3cc(C)c(Cl)cc13)CC2
49	-1.5	i	15.8	CC1(C(=O)N(CC(=O)NC2CCCC2)Cc2ccco2)CC(=O)N=C2C=CC=CN21 (stereo not given)
50	-2.4	i	10.5	CCOc1ccccc1C(=O)NCCCn1ccnc1

Further records.
#	STK33 inh	KCNQ2 block	OX1R antag	Molecule
51	1.1	i	-0.4	COc1ccccc1CNC(=O)C1CCN(S(=O)(=O)c2ccc(N3CCCC3=O)cc2)CC1
52	nt	i	13.0	O=C(O)CN(c1cccc(C(F)(F)F)c1)S(=O)(=O)c1ccccc1
53	-0.2	i	19.9	COc1ccccc1-c1noc(-c2cccnc2)n1
54	-0.9	i	0.8	Brc1cnc2nc(SC/C=C/c3ccccc3)[nH]c2c1
55	-2.0	i	3.3	Cc1cccn2cc(CCNC(=O)Cc3cccs3)nc12
56	1.5	i	15.4	Nc1cc2c(cc1C(=O)c1ccc(Cl)cc1)OCCO2
57	0.2	i	15.5	Cc1ccc(C(=O)NC(Cc2c[nH]c3ccccc23)C(=O)O)o1 (stereo not given)
58	-0.9	i	12.5	CCOC(=O)c1ccc(N2C(=O)CC(Sc3nnc(C)s3)C2=O)cc1 (stereo not given)
59	-2.9	nt	8.8	CC(C(=O)Nc1ccc(S(=O)(=O)N2CCCC2)cc1)N(C)CC(=O)Nc1cccc(F)c1 (stereo not given)
60	-2.2	i	13.6	Cc1cccn2c(=O)nc(SCC(=O)Nc3ccc4c(c3)OCCO4)nc12
61	-0.1	i	5.1	COc1ccccc1N1C(=O)CSC1=S
62	-0.9	i	-1.9	Cc1ccc(CNc2cnn(C34CC5CC(CC(C5)C3)C4)c(=O)c2Cl)cc1
63	0.0	i	44.2	C#CCOCCOCCOCCNc1nc(N2CCN(C(=O)[C@H](CCCCN)n3cc([C@@H](N)CO)nn3)CC2)nc(N2CCN(C(=O)[C@H](Cc3cc4ccccc4[nH]3)n3cc([C@@H](N)Cc4ccc(O)cc4)nn3)CC2)n1
64	-1.9	i	0.9	CCN(CC)CCCNC(=O)c1ccc(C)c(NC(=O)C2=C(C)OCCS2)c1
65	-0.7	i	8.5	Cc1ccc(C(=O)N/C(=C\c2cccs2)C(=O)NCCCn2ccnc2)cc1C
66	1.4	i	21.5	Cc1cc(C(=O)NNC(=O)COc2c(C)cc(Br)cc2C)n[nH]1
67	-0.8	i	25.0	CC(=O)C1=C(C)NC(SCC(=O)c2ccc(Cl)c(Cl)c2)=C(C#N)C1c1ccco1 (stereo not given)
68	-1.7	i	15.7	Cn1c(=O)c2[nH]c(=O)cnc2n(C)c1=S
69	-0.8	i	7.5	CC(=O)N1CCN(c2ccc(NC(=O)COc3ccc(Cl)cc3Cl)cc2)CC1
70	0.5	i	6.8	CC(=O)Nc1nc2c(F)cccc2s1
71	0.1	i	11.1	COc1ccccc1NC(=S)N(CCc1nc2cc(C)c(C)cc2[nH]1)Cc1cccnc1
72	-1.9	i	21.3	Cc1c(C)[n+](=O)c2c(n1[O-])CCC2
73	0.5	i	12.7	Cc1ccc(S(=O)(=O)N2CCN(C(=O)N3CCOCC3)C2c2ccc(N(C)C)cc2)cc1 (stereo not given)
74	-0.1	i	0.1	COc1ccc(-c2csc(NC(=O)c3cc(-c4cccs4)nc4ccccc34)n2)c(OC)c1
75	0.6	nt	6.2	CCc1noc(C)c1C(=O)N1CCN(S(=O)(=O)c2ccc(Cl)cc2)CC1

Some values from the list:
For OX1R antag, cpd 59 is entered as 8.8
For OX1R antag, cpd 60 is entered as 13.6
For STK33 inh, cpd 57 is entered as 0.2

Additional records follow.
#	STK33 inh	KCNQ2 block	OX1R antag	Molecule
76	-1.4	i	7.5	O=C(CN1C(=O)c2ccccc2S1(=O)=O)c1ccc(O)c(O)c1
77	-0.5	i	35.3	COc1cc(S(=O)(=O)Nc2cccc(C)c2)ccc1N=Cc1c(C)[nH]n(-c2ccccc2)c1=O
78	-2.1	i	9.2	CCC(C)c1ccccc1N1CC(C(=O)N(C)CC(=O)Nc2cccc(F)c2)CC1=O (stereo not given)
79	-0.5	i	9.3	COCC(C)n1c(-c2ccc3c(c2)NC(=O)CO3)csc1=Nc1ccc(OC(F)F)cc1 (stereo not given)
80	0.0	i	17.0	Cn1cnnc1SCCOc1ccc(Cl)cc1
81	-2.4	i	19.6	NNC(=O)c1ccc(-c2cccc([N+](=O)[O-])c2)o1
82	-2.9	i	9.8	COc1ccc(NC(=O)CN(C)C(=O)C23CC4CC(CC(C4)C2)C3)cc1
83	-1.8	i	13.0	COc1cccc(C(=O)N(Cc2cc3cc(C)ccc3[nH]c2=O)CC2CCCO2)c1 (stereo not given)
84	-1.7	i	17.6	Cc1noc(C)c1C(=O)Nc1ccc2ccccc2c1
85	-0.7	i	11.3	NC(=O)c1cc2ccccc2o/c1=N\NC(=O)c1ccc(F)cc1
86	-0.1	i	3.1	CCCNC(=O)c1ccc(CN2CCOCC2)cc1
87	-0.9	i	-6.6	Cc1ccc(C(=O)OCC(=O)NC2CCCCC2)o1
88	0.8	i	23.4	Cc1ccc2c(c1)NC(=O)CC(c1ccccc1)=N2
89	-1.9	i	18.3	COc1ccc(Cn2c(C)nnc2-c2cnn(C)c2N)cc1OC
90	0.2	i	5.7	Cc1ccc(NC(=O)N2CCCC2C(=O)NCCC2=CCCCC2)cc1 (stereo not given)
91	0.2	i	31.3	Cc1cccc(C)c1NC(=O)CNC(=O)c1cn(-c2ccccc2)nc1-c1ccccc1
92	-0.7	i	6.1	COc1ccccc1N1CCN(C/C(O)=C(\C#N)c2nc(-c3ccccc3)cs2)CC1

Two records drawn at random from the list so far:
#	STK33 inh	KCNQ2 block	OX1R antag	Molecule
92	-0.7	i	6.1	COc1ccccc1N1CCN(C/C(O)=C(\C#N)c2nc(-c3ccccc3)cs2)CC1
86	-0.1	i	3.1	CCCNC(=O)c1ccc(CN2CCOCC2)cc1
